GPR151 ag: activators of human GPR151. Q8TDV0. PathHunter beta-arrestin GPR151 cells, luminescence. activation, % at 11.2 µM. actives 1% (n = 650,000). AID 1508602; in the data active means activation above about 4.9%;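 further: 0% = median of compound wells and 100% = cells with positive control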
Target sequence (Q8TDV0 whole entry, looked up): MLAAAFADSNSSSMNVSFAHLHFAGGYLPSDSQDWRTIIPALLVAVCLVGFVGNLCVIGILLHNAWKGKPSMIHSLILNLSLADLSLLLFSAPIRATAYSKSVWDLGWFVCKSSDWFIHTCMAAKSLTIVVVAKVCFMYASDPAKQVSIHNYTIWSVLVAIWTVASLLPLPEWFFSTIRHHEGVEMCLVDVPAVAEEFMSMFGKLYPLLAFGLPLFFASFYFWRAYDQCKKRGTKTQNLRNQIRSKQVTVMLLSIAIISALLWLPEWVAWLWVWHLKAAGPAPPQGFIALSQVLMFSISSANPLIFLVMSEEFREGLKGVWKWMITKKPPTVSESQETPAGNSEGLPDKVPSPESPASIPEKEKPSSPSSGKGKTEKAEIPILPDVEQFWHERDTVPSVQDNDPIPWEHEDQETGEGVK
FBW7 act: activators of human E3 ligase FBW7 | AlphaScreen FBW7–phospho-cyclin E peptide binding, activator screen | normalized activity (activation), % at 26.1 µM | actives 0.13% (n = 650,000) | AID 1259310; in the data active means normalized activity above about 1.9%;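 further: purified mutant Fbw7 with reduced substrate affinity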
TEAD-YAP block: TEAD-YAP interaction inhibition; AID 1259422; HEK-TIYL cells, TEAD-Gal4/YAP UAS-luciferase luminescence; actives 1.4% (n = 640,000); inhibition, % at 9.12 µM; in the data active means inhibition above about 32%;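 further: 0% = median of test compound wells and 100% = reference inhibitor wells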
MITF primary: blocks human microphthalmia-associated transcription factor | O75030 | AlphaScreen MITF homodimerization, bead proximity signal | inhibition, % at 2.6 µM | actives 0.91% (n = 650,000) | AID 1259374; in the data active means inhibition above about 50%;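 further: 0% = vehicle wells with protein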
Target sequence (O75030 whole entry, looked up): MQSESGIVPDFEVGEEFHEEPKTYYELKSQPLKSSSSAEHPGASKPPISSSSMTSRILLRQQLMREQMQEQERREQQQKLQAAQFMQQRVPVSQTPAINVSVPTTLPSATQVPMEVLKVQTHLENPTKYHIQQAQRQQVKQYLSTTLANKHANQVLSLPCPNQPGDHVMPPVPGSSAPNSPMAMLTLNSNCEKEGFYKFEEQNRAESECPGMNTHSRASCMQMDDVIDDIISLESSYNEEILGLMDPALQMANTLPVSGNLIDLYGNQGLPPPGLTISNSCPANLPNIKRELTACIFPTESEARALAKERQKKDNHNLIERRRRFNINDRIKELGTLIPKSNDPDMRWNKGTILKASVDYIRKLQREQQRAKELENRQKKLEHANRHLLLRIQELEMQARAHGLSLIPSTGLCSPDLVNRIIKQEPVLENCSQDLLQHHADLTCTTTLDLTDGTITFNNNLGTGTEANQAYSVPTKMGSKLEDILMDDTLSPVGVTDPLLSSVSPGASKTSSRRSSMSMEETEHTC
An asterisk follows results filed as active; . = no result given; & = joins results of further samples. Compounds as they come; overall some 3.5% were active at least once.

| SMILES | GPR151 ag | FBW7 act | TEAD-YAP block | MITF primary |
| --- | --- | --- | --- | --- |
| Cc1cccc(CSc2nnc(CNC(=O)c3ccccc3)o2)c1 | 0.5 | -0.1 | 8 | 6 |
| O=C(O)CCC(=O)N1CCc2cc(S(=O)(=O)Nc3ccccc3F)ccc21 | -1.0 | 0.1 | -9 | 2 |
| COc1cc2cc(=O)n(Cc3ccccc3)c(C)c2cc1OC | -1.3 | 0.2 | 6 | 5 |
| O=C1CC(c2cccc(Br)c2)n2ncnc2N1 (centres undefined) | 0.7 | -0.1 | -5 | 4 |
| COC1CCCN(Cc2c(C(=O)N3CCN(C4CCCCC4)CC3)nc3ccccn23)C1 (centres undefined) | -0.1 | 0.0 | 9 | 5 |
| Cc1sc2ncn(CC(=O)N3CCCCC3)c(=O)c2c1-c1ccc(Cl)cc1 | -0.7 | -0.1 | 6 | -9 |
| Cn1c(N2CCCC(C(=O)NCCCn3ccnc3)C2)nc2ccccc21 (centres undefined) | -0.8 | 0.0 | 1 | -3 |
| CCOC(=O)c1cnc2cc(Cl)c(OC)cc2c1Nc1ccc(C(C)C)cc1 | -0.5 | 0.1 | 13 | -10 |
| CCOC(=O)c1c(NC(=O)C(C)(C)C)sc(C(=O)Nc2cccc(Cl)c2C)c1C | -0.6 | -0.1 | 2 | -4 |
| COc1ccc2oc(=Nc3ccccc3)c(-c3nc4ccccc4[nH]3)cc2c1 | -2.3 | 0.1 | -21 | 9 |
| O=C1N/C(=C/c2ccc3c(c2)OCO3)C(=O)N1Cc1ccccc1F | 2.2 | 0.0 | 2 | 0 |
| C/C(=N/Nc1nc(C)cc(C)n1)c1ccc(Br)cc1 | 3.1 | -0.7 | -4 | 0 |
| O=C(/C=C/c1ccco1)n1nnc2ccccc21 | 1.9 | 0.0 | 10 | 11 |
| Cc1ccc(-c2nc(C(N)=O)c3[nH]c(=O)n(Cc4ccccc4)c3n2)o1 | -0.4 | 0.3 | -1 | -3 |
| COc1ccc(NC(=O)CSc2nnc(CCC(=O)O)c(=O)n2N)cc1 | -1.0 | -0.1 | -2 | -11 |
| COc1c(Br)cc(Br)cc1/C=N/NC(=O)Cc1cccn1C | 0.2 | 0.1 | -7 | -6 |
| Nc1ccc(S(=O)(=O)NCCCN2CCOCC2)cc1 | -0.9 | 0.2 | 6 | 4 |
| CC(O)CNC1CCN(c2ccc(C(=O)N3CCc4ccccc4C3)cc2)CC1 (centres undefined) | 1.2 | -0.1 | -11 | -13 |
| Cc1cccc(NC(=O)CCCn2sc3ccccc3c2=O)c1C | 0.0 | 0.2 | -13 | -24 |
| O=S(=O)(c1ccc(NC(=S)NC2CCCC2)cc1)N1CCCC1 | -0.5 | 0.1 | -7 | 13 |
| CCOc1ccc2ccccc2c1/C=C(\C#N)C(=O)NCc1ccco1 | 3.4 | -0.1 | 5 | 21 |
| CCOC(=O)c1cnc2ccccc2c1Nc1cccc(C(=O)OC)c1 | -0.2 | -0.1 | -5 | -1 |
| CN(C)c1ccc(C2CC(c3c(-c4ccccc4)c4cc(Cl)ccc4[nH]c3=O)=NN2C(=O)c2cccs2)cc1 (centres undefined) | 1.1 | 0.1 | -2 | 8 |
| COc1ccc(CC(=O)NCCc2cc3ccc(C)c(C)c3[nH]c2=O)cc1 | 0.0 | -0.1 | 4 | -7 |
| CC(=O)N1C(C(=O)NCCc2ccccc2)CSC12CCN(C)CC2 (centres undefined) | -1.5 | 0.2 | -6 | 15 |
| Cc1cc(N2CCc3ccccc3C2)n2nc(C)nc2n1 | -0.5 | 0.2 | -6 | -4 |
| CCOC(=O)N1CCN(CC(O)c2ccc3cc[nH]c3c2)CC1 (centres undefined) | -0.2 | 0.1 | 7 | 4 |
| CN(CC(=O)NCc1cccs1)c1nnc(N2CCCC2=O)s1 | 0.4 | 0.1 | 3 | 4 |
| CC1(C)CC(=O)C=C(Nc2ccc(F)c(Cl)c2)C1 | -0.3&-0.3 | -0.1&0.1 | -4&-10 | 7&-19 |
| CC1CN=C(N(C(=O)Nc2ccc(Cl)cc2)c2ccc(OC(F)(F)F)cc2)S1 (centres undefined) | -0.2 | 0.1 | 0 | 17 |
| Cc1sc2nc(C3CC3)n3c(=O)n(CCN4CCCCC4)nc3c2c1C | 4.7 | -0.1 | -6 | -4 |
| CCOCCCNC(=O)C1CCCN1C(=O)Nc1cc(C)cc(C)c1 (centres undefined) | -0.2 | 0.0 | 2 | -10 |
| c1ccc(-c2oc3ncnc(N4CCOCC4)c3c2-c2ccccc2)cc1 | -0.2 | -0.3 | -17 | 6 |
| COc1cc(CN=Cc2c(O)n(-c3cc(OC)ccc3OC)c(=O)[nH]c2=O)cc(OC)c1 | 0.3 | 0.2 | 1 | 16 |
| C=CC[C@@H]1C=C[C@H](O/N=C2\c3cc(OC)ccc3O[C@H](c3cccc(OC)c3)[C@H]2O)[C@@H](CO)O1 | 0.6 | 0.1 | . | 12 |
| CCOC(=O)CN(Cc1ccc(Cl)cc1)S(=O)(=O)c1cccc(Cl)c1 | -1.2 | 0.1 | 1 | 2 |
| Cn1ncc(I)c1C(=O)NC1CCCCC1 | 1.1 | 0.2 | 10 | -2 |
| O=C(NCCOc1ccccc1Cl)c1ccccc1I | 0.6 | 0.2 | -46 | -4 |
| N#Cc1cc2cc3c(cc2nc1SCC(=O)c1ccccc1)OCO3 | -0.3 | 0.1 | -60 | -3 |
| CCOc1ccc(C(=O)Nc2ccccc2N2CCN(S(C)(=O)=O)CC2)cc1Cl | 1.1 | -0.1 | 3 | 7 |
| Cc1ccc(S(=O)(=O)NC(=O)Nc2nnc(C(F)(F)F)s2)cc1 | 0.0 | 0.0 | 1 | -2 |
| CC1CCN(Cc2c(C(=O)N3CCN(C4CCCCC4)CC3)nc3ccccn23)CC1 | 0.9 | 0.1 | -4 | 10 |
| CCOC(=O)c1cn[nH]c1S(=O)(=O)N1CCN(c2ccccc2)CC1 | -0.4 | 0.2 | -6 | -6 |
| CCOc1ccccc1/C=C/C(=O)Nc1ccc2nc(N3CCOCC3)cc(C)c2c1 | -0.5 | 0.0 | 4 | 13 |
| CS(=O)(=O)N(NC(=O)C(O)(c1ccccc1)c1ccccc1)c1ccccc1 | 1.4 | -0.1 | 3 | -5 |
| CCCCCCN1C(=O)CSC1c1ccccc1 (centres undefined) | 0.6 | 0.1 | 2 | 4 |
| CSc1cccc(CN2CCN3C(=O)[C@H](CC(C)C)N(C)C(=O)[C@H]3C2)c1 | -1.0 | 0.1 | 5 | 25 |
| O=c1c(-c2ccc(Br)cc2)[n+]([O-])c2ccccc2n1OCc1ccccn1 | -0.8 | 0.8 | 6 | 14 |
| O=[N+]([O-])c1ccc(N/N=C/c2cccc(O)c2O)c(S(=O)(=O)N2CCOCC2)c1 | -0.4 | -0.7 | -19 | -36 |
| CC1CCCN(c2nc3c(c(=O)[nH]2)CN(Cc2ccccc2F)CC3)C1 (centres undefined) | -0.6 | -0.1 | -12 | 2 |
| Cc1ccc(C(=O)NNc2ccccc2[N+](=O)[O-])cc1 | -1.6 | 0.5 | -13 | 3 |
| CCC(C)NC(=O)C/C(C)=N\NC(=O)c1ccncc1 (centres undefined) | -0.8 | 0.0 | 4 | -6 |
| CS(=O)(=O)N1CCC(C(=O)NNC(=S)NC2CCCC2)CC1 | -0.5 | -0.1 | 3 | 2 |
| CC(C)n1c(C(F)(F)F)nc2cc(S(C)(=O)=O)ccc21 | 1.8 | -0.1 | 10 | 9 |
| CCOc1ccc(NC(=O)CCN2CCN(c3ccccc3OC)CC2)cc1 | -1.7 | -0.1 | -9 | 6 |
| CCCCCSc1nnc(-c2ccccc2N)c(=O)[nH]1 | 0.2 | 0.3 | -6 | 4 |
| O=c1c2c(nc3n1CCCCC3)sc1c(O)cccc12 | -4.6 | 0.0 | 92* | 1 |
| CCOC(=O)C1=C(C)N=c2s/c(=C\c3ccc(OCc4cccc5ccccc45)c(OC)c3)c(=O)n2C1c1ccc(OC)c(OC)c1 (centres undefined) | -0.5 | 0.0 | 4 | 0 |
| CCOC(=O)C1=C(C)N=c2s/c(=C\c3cc(Br)ccc3O)c(=O)n2C1c1ccc(Cl)cc1 (centres undefined) | -0.8 | -0.1 | 7 | 2 |
| CCOC(=O)Cc1ccc(N(Cc2ccccc2)S(=O)(=O)c2ccc([N+](=O)[O-])cc2)cc1 | 0.7 | 0.0 | -9 | 8 |

Gathered by group: the entries above with a CF3 group (3)
| SMILES | GPR151 ag | FBW7 act | TEAD-YAP block | MITF primary |
| --- | --- | --- | --- | --- |
| CC1CN=C(N(C(=O)Nc2ccc(Cl)cc2)c2ccc(OC(F)(F)F)cc2)S1 (centres undefined) | -0.2 | 0.1 | 0 | 17 |
| Cc1ccc(S(=O)(=O)NC(=O)Nc2nnc(C(F)(F)F)s2)cc1 | 0.0 | 0.0 | 1 | -2 |
| CC(C)n1c(C(F)(F)F)nc2cc(S(C)(=O)=O)ccc21 | 1.8 | -0.1 | 10 | 9 |

Reformatted field by field: four of the compounds above.
c1ccc(-c2oc3ncnc(N4CCOCC4)c3c2-c2ccccc2)cc1
- GPR151 ag: -0.2
- FBW7 act: -0.3
- TEAD-YAP block: -17
- MITF primary: 6
COc1cc(CN=Cc2c(O)n(-c3cc(OC)ccc3OC)c(=O)[nH]c2=O)cc(OC)c1
- GPR151 ag: 0.3
- FBW7 act: 0.2
- TEAD-YAP block: 1
- MITF primary: 16
C=CC[C@@H]1C=C[C@H](O/N=C2\c3cc(OC)ccc3O[C@H](c3cccc(OC)c3)[C@H]2O)[C@@H](CO)O1
- GPR151 ag: 0.6
- FBW7 act: 0.1
- TEAD-YAP block: .
- MITF primary: 12
CCOC(=O)CN(Cc1ccc(Cl)cc1)S(=O)(=O)c1cccc(Cl)c1
- GPR151 ag: -1.2
- FBW7 act: 0.1
- TEAD-YAP block: 1
- MITF primary: 2

(continued)
| SMILES | GPR151 ag | FBW7 act | TEAD-YAP block | MITF primary |
| --- | --- | --- | --- | --- |
| CCOC(=O)c1cc(CC)sc1NC(=O)C#Cc1ccccc1 | -0.2 | 0.0 | 0 | 19 |
| CNC(=O)c1cc([N+](=O)[O-])cc([N+](=O)[O-])c1 | -0.6 | 1.2 | 4 | 10 |
| CCCN(CC1CC1)S(=O)(=O)c1ccc(C(=O)Nc2ccc3c(c2)OCO3)cc1 | -0.6 | 0.0 | 4 | -3 |
| OC1CCC(Nc2nccn3c(-c4ccsc4)cnc23)CC1 (centres undefined) | -1.5 | 2.1* | -9 | 13 |
| CCc1ccc(CN2CCN(S(=O)(=O)Cc3ccccc3)CC2)cc1 | -1.8 | -0.3 | 15 | 60* |
| NC(=O)c1cc2cc(Cl)ccc2oc1=O | 0.0 | -0.1 | 3 | 9 |
| COc1cc(OC)c(OC)cc1CN1CCN(Cc2cccc(Br)c2)CC1 | 0.5 | -0.2 | 13 | 73* |
| CCCCCCNC(=O)c1ccc(CNC(=O)c2cc(OC)c(OC)c(OC)c2)cc1 | 0.8 | -0.3 | 5 | 5 |
| Cc1nnc(SCC(=O)N2CCCC2)n(N)c1=O | 5.5* | 0.7 | 5 | 13 |
| O=C(c1cc(-c2ccco2)on1)N1CCc2ccccc2C1 | 0.4 | 0.1 | -7 | 2 |
| COc1ccc(NS(=O)(=O)c2cc(Cl)ccc2Cl)cc1S(N)(=O)=O | 0.0 | 0.0 | -1 | -9 |
| CCOc1ccc(CN2CCN(S(=O)(=O)c3ccc(F)cc3)CC2)cc1OC | -1.9 | 0.3 | -6 | 45 |
| Cc1ccc(C)c(NC(=O)CCc2nc(-c3ccccc3C)no2)c1 | -0.6 | -0.2 | 2 | -4 |
| CC1CCN(CCN2CCn3c2nc2ccccc23)CC1 | -0.5 | 0.2 | 0 | 12 |
| O=C(CSc1nc2ccccc2o1)NNC(=O)c1cccc([N+](=O)[O-])c1 | 0.7 | -0.1 | -7 | -5 |
| O=c1c2c3c(sc2nc2sc(CN4CCCCC4)cn12)CCCC3 | -0.4 | 0.1 | 0 | 15 |
| CC(=O)c1ccc(NC(=O)c2nn3c(C(F)(F)F)cc(-c4cccs4)nc3c2Cl)cc1 | 0.8 | -0.1 | -9 | 4 |
| C=CCn1c2ccccc2c2nnc(SCN3C(=O)c4ccccc4C3=O)nc21 | 1.2 | -0.1 | 5 | -4 |
| Cc1cccc(C)c1OCC(=O)N/N=C/c1cc(=O)[nH]c(=O)[nH]1 | -0.1 | -0.1 | 6 | -4 |
| Cc1c(-c2nc(-c3nonc3N)no2)cccc1[N+](=O)[O-] | -2.2 | 0.4 | 1 | 7 |
| CCOCCCNS(=O)(=O)c1ccc(NC(=O)C2CCCO2)cc1 (centres undefined) | -0.4 | -0.1 | -1 | -3 |
| Cc1cc(NCc2cccnc2)nc(-c2ccc(C(N)=O)cc2)n1 | -0.9 | 0.0 | 8 | 7 |
| Cc1ccc(F)cc1CNC(=O)CCc1nnc(CCc2c[nH]c3ccccc23)o1 | -0.5 | 0.1 | -13 | -1 |
| O=C(Oc1ccc(NS(=O)(=O)c2ccc3ccccc3c2)cc1Cl)c1ccccc1 | 0.5 | 0.1 | -3 | 6 |
| COc1cccc(CNC(=O)CSc2nc3cc(-c4ccccc4)sc3c(=O)n2C)c1OC | -0.6 | 0.0 | -2 | 13 |
| CCn1ccs/c1=N\C(=S)N1CCCC1 | -0.3 | 1.6 | 7 | 3 |
| CCCCCCN1C(=O)C(=O)/C(=C(\O)c2ccccc2)C1c1ccc(O)c(OC)c1 (centres undefined) | 0.4 | 0.1 | -13 | 27 |
| Cc1ccc(NC(=S)N(CCCN2CCCC(C)C2)Cc2ccco2)cc1Cl (centres undefined) | -0.2 | 0.0 | -3 | 5 |
| CCC1CN(CC(=O)N2CCc3cc(OC)c(OC)cc3C2)Cc2cc(OC)ccc2O1 (centres undefined) | -1.3 | -0.2 | 12 | 5 |
